N370S GC mod = qHTS Assay for Inhibitors and Activators of N370S glucocerebrosidase as a Potential Chaperone Treatment of Gaucher Disease. Lysosomal acid glucosylceramidase (Homo sapiens), P04062. N370S GC spleen homogenate, 4MU-glucoside fluorescence. Potency, µM (series often up to 59.4 µM), inactives show at the highest dose activity change, negative = inhibition, hits mostly inhibitors. 330,000 compounds, 0.092% hits. AID 2101, 2009;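 also: 0% = full enzyme activity and -100% = no enzyme basal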
TDP1 inh = qHTS Assay for Inhibitors of Tyrosyl-DNA Phosphodiesterase (TDP1); recombinant TDP1, AlphaScreen DNA substrate cleavage; Potency, µM (doses to about 130 µM), for the others: top-dose activity change, negative = inhibition, hits mostly inhibitors; 350,000 compounds, 0.28% hits; AID 485290, 2010; also: nearly all actives have a fitted effect of over 40% in size
Target sequence (Q9NUW8 whole entry, looked up): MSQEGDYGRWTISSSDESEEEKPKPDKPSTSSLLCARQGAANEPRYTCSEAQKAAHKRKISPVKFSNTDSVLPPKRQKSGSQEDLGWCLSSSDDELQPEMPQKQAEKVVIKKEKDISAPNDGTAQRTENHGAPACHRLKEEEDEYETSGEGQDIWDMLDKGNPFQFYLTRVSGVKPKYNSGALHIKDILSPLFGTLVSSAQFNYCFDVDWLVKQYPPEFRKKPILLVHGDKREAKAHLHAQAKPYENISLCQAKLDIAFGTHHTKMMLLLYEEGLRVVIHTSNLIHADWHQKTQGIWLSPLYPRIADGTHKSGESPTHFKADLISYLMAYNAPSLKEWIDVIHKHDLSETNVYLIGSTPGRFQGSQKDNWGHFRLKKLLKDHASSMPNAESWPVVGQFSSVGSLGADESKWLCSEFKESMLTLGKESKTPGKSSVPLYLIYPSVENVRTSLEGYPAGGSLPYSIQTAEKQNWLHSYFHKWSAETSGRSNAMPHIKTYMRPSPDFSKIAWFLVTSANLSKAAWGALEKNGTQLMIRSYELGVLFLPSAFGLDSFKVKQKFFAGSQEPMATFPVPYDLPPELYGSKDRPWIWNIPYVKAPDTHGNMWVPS
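AlphaScreen read-out: signal falls as enzyme removes the 3' tyrosine-FITC from a 5'-biotinylated DNA oligo (15 nM, 5 min, RT). Enzyme was E. coli-made recombinant Tdp1 at 1 nM, exposed to compound for 15 min beforehand; beads 10 ug/ml, 10 min.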
FEN1 inhibitor = qHTS Assay for the Inhibitors of Human Flap endonuclease 1 (FEN1); Recombinant FEN1 flap cleavage, fluorescence, 15 min; Potency, µM (top dose mostly 114 µM), without a hit: at the top dose activity change, negative = inhibition, actives largely listed as inhibitors; 390,000 compounds, 0.35% hits; AID 588795, 2011; also: nearly all actives have a fitted effect of over 65% in size
Target sequence (P39748 whole entry, looked up): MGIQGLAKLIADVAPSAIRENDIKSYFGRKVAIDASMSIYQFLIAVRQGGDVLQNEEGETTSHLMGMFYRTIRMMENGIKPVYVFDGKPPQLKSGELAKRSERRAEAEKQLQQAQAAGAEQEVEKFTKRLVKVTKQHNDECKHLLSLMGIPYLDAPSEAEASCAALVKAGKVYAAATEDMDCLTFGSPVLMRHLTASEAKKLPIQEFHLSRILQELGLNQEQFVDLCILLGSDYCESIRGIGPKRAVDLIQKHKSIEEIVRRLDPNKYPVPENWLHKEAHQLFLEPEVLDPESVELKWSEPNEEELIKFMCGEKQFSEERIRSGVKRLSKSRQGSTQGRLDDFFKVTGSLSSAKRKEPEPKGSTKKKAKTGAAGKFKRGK
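Nuclease activity of 10 nM FEN1 was measured after 15 min of room-temperature exposure to titrated compounds, by adding 50 nM flap substrate and reading plates at 0 and 15 min.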
An asterisk follows results filed as active; ? = inconclusive; nt = no result given; [ ] = remark or other dose. Calls follow the shape of the dose curve; as a rule, active = well fitted curve in the direction sought with a large enough effect; inconclusive = small, poorly fitted or top-dose-only effect, or another doubt; inactive = no such curve, though single readings can be large; an effect the other way counts as inactive or inconclusive. Unless noted, % is scaled to controls: 0 for no effect and ±100 for the full control effect; potency is read from the fitted curve at half-maximal effect.

SMILES	N370S GC mod	TDP1 inh	FEN1 inhibitor
CC1CN(S(=O)(=O)c2cc(C(=O)NCCC3=CCCCC3)ccc2Cl)CC(C)O1 (stereo not drawn)	-2%	1%	1%
CCOc1ccccc1-n1c(SCC(N)=O)nnc1-c1ccccc1	4%	3%	0%
O=C(Nc1ccc(C(=O)N2CCOCC2)cc1)c1cccs1	-27%	8%	25%
O=C(Nc1cccc(S(=O)(=O)Nc2ccc(Cl)cc2)c1)c1ccc(Cl)nc1	-18%	0%	-29%
CCOc1ccc(/C=N/Nc2nc(N3CCCC3)nc(N3CCCC3)n2)cc1OC	-27%	10%	-15%
O=S(=O)(NCc1ccccc1Cl)c1cnc[nH]1	-3%	7%	2%
CCOC(=O)C1CCN(C(=O)Nc2ccc(OCc3ccccc3)cc2)CC1	7%	nt	2%
COC(=O)C1=C2SC(C)C(=O)N2C(N)=C(C#N)C1c1ccc(OC)c(OC)c1 (stereo not drawn)	1%	5%	-15%
COc1cc(-c2cc(-c3nnco3)c3ccccc3n2)cc(OC)c1OC	5%	5%	-20%
COc1ccccc1CNC(=O)c1cnc2sc(N3CCCCCC3)nn2c1=O	nt	8%	-2%
Cc1cccc(N2CCN(CC3CCCCC3)CC2)c1C	-9%	nt	7%
COc1ccc(OC)c(NC(=O)CSc2n[nH]c(-c3ccccc3Cl)n2)c1	nt	11%	-14%
Cc1nc2scc(-c3ccc(Cl)cc3)c2c(=O)o1	2%	0%	4%
CCC(=O)N1c2ccc(S(=O)(=O)N(CCO)Cc3ccccc3)cc2CC1C (stereo not drawn)	?	4%	0%
CCCCN(C(=O)Cn1nnc2ccccc21)C(C(=O)NCCOC)c1ccc(OC)cc1OC (stereo not drawn)	2%	10%	0%

Taken from the results shown, two compounds:
SMILES	N370S GC mod	TDP1 inh	FEN1 inhibitor
CC1CN(S(=O)(=O)c2cc(C(=O)NCCC3=CCCCC3)ccc2Cl)CC(C)O1 (stereo not drawn)	-2%	1%	1%
CCOc1ccccc1-n1c(SCC(N)=O)nnc1-c1ccccc1	4%	3%	0%

The listing continues:
SMILES	N370S GC mod	TDP1 inh	FEN1 inhibitor
Fc1ccccc1OCCCCSc1ncccn1	5%	-8%	-13%
CCOC(=O)N1CCC(N(CCN(C)C)C(=S)Nc2ccc(Oc3ccccc3)cc2)CC1	-16%	5%	-3%
Cc1ccc2nsnc2c1S(=O)(=O)NCc1cccnc1	14%	-4%	-12%
CC1CCN(C(=O)C2CC(c3ccc(F)cc3)=NO2)CC1 (stereo not drawn)	7%	4%	-13%
O=C(NCc1ccccn1)c1cc(-c2ccccc2)nc2ccccc12	9%	8%	-18%
COc1ccc(CNC(=O)C2(c3cccs3)CCOCC2)cc1	nt	0%	20%
Cc1ccc(C(=O)N[C@H](C(=O)OCc2nnc(-c3ccccc3)o2)C(C)C)cc1	10%	3%	6%
COc1cc([N+](=O)[O-])ccc1NC(=O)CN(C)C	0%	5%	1%
COc1ccc(N/C=C/C(=O)c2ccc3c(c2)OCO3)cc1OC	1%	0%	-7%
NS(=O)(=O)c1ccc(CCNC(=O)C(=O)C2C(=O)Nc3ccccc32)cc1 (stereo not drawn)	9%	-4%	-14%
Cc1ccc(/C=N/NC(=O)c2ccc3c(c2)OCCO3)s1	4%	4%	-3%
CCn1nc(C)c(NC(=O)CC23CC4CC(CC(C4)C2)C3)c1C	13%	-3%	-6%
Cc1cc(NC(=O)CSCC(=O)Nc2nc3ccc(F)cc3s2)no1	nt	1%	-8%
O=C(O)c1cc(NS(=O)(=O)c2ccc(N3CCCCC3)c([N+](=O)[O-])c2)cc(C(=O)O)c1	-2%	4%	-1%
Cc1nn(C)cc1C(C)NC(=O)c1cc(COc2c(F)cccc2F)on1 (stereo not drawn)	0%	3%	-1%

Random excerpt: 7 compounds from above.
SMILES	N370S GC mod	TDP1 inh	FEN1 inhibitor
Cc1ccc(/C=N/NC(=O)c2ccc3c(c2)OCCO3)s1	4%	4%	-3%
COc1ccc(CNC(=O)C2(c3cccs3)CCOCC2)cc1	nt	0%	20%
Cc1ccc(C(=O)N[C@H](C(=O)OCc2nnc(-c3ccccc3)o2)C(C)C)cc1	10%	3%	6%
NS(=O)(=O)c1ccc(CCNC(=O)C(=O)C2C(=O)Nc3ccccc32)cc1 (stereo not drawn)	9%	-4%	-14%
Cc1nn(C)cc1C(C)NC(=O)c1cc(COc2c(F)cccc2F)on1 (stereo not drawn)	0%	3%	-1%
COc1cc([N+](=O)[O-])ccc1NC(=O)CN(C)C	0%	5%	1%
CC1CCN(C(=O)C2CC(c3ccc(F)cc3)=NO2)CC1 (stereo not drawn)	7%	4%	-13%

As entered above.
Reading for `Cc1ccc(/C=N/NC(=O)c2ccc3c(c2)OCCO3)s1` under TDP1 inh: 4%
Reading for `CC1CCN(C(=O)C2CC(c3ccc(F)cc3)=NO2)CC1` (stereo not drawn) under FEN1 inhibitor: -13%
Reading for `COc1ccc(CNC(=O)C2(c3cccs3)CCOCC2)cc1` under FEN1 inhibitor: 20%
Reading for `Fc1ccccc1OCCCCSc1ncccn1` under N370S GC mod: 5%
Reading for `O=C(O)c1cc(NS(=O)(=O)c2ccc(N3CCCCC3)c([N+](=O)[O-])c2)cc(C(=O)O)c1` under N370S GC mod: -2%
Reading for `COc1ccc(N/C=C/C(=O)c2ccc3c(c2)OCO3)cc1OC` under N370S GC mod: 1%
Reading for `CCOC(=O)N1CCC(N(CCN(C)C)C(=S)Nc2ccc(Oc3ccccc3)cc2)CC1` under TDP1 inh: 5%

Results in TDP1 inh, for some of the entries so far:
mol | TDP1 inh
CCC(=O)N1c2ccc(S(=O)(=O)N(CCO)Cc3ccccc3)cc2CC1C (stereo not drawn) | 4%
CCOc1ccccc1-n1c(SCC(N)=O)nnc1-c1ccccc1 | 3%
Cc1cc(NC(=O)CSCC(=O)Nc2nc3ccc(F)cc3s2)no1 | 1%

(continued)
SMILES	N370S GC mod	TDP1 inh	FEN1 inhibitor
CCc1cc2c(=O)n(CCCOC)c(SCC(=O)Nc3oc(C)c4c(C)n[nH]c(=O)c34)nc2s1	0%	2%	12%
Cc1ccc(C2CC(=O)N(c3ccc(F)cc3)C3=C2C(=O)CCC3)cc1 (stereo not drawn)	-9%	0%	-5%
O=C(NNC(=O)c1sccc1-n1cccc1)Nc1ccccc1	3%	0%	7%
COc1cccc(OC)c1CN(C)C(=O)c1cnccc1C(F)(F)F	-5%	-2%	7%
CCCc1nnc(NC(=O)c2cc(=O)c3cc(Cl)ccc3o2)s1	nt	1%	22%
CCOC(=O)C(=CNNc1c(C)csc1C(=O)OC)C(=O)OCC	8%	4%	-19%
O=C(NNC(=O)c1ccco1)c1ccccc1	13%	-1%	12%
COC(=O)c1ccc(S(=O)(=O)N2CCc3ccccc32)cc1	-14%	0%	-3%
O=C(CSc1nnc(-c2ccc(Br)cc2)o1)N1CCN(C(=O)c2ccco2)CC1	4%	6%	-14%
CC1Cc2cc(S(=O)(=O)CCC(=O)NCc3ccccc3Cl)ccc2N1C(=O)C1CC1 (stereo not drawn)	nt	0%	2%
Cc1ccc(C(=O)Nc2ncc([N+](=O)[O-])s2)cc1	-11%	nt	-5%
Cn1c(=O)c2c(nc(OCC3COC(C)(C)O3)n2Cc2ccccc2F)n(C)c1=O (stereo not drawn)	2%	1%	3%
O=C(NNC(=O)c1ccccc1-n1cccc1)c1ccc(Cl)cc1Cl	6%	9%	7%
O=C(Nc1ccccc1Br)C(=O)N1CCCC1	7%	3%	3%
Cc1ccc(Cl)cc1N1CCN(C(=O)c2ccc3nc[nH]c3c2)CC1	-10%	0%	-8%
CC(NC(=O)c1ccccc1Cl)C1COc2ccccc2O1 (stereo not drawn)	9%	0%[56.1 µM]	-3%
COc1ccc(CNC(=O)c2ccc3[nH]c(C)c(C)c3c2)c(OC)c1	nt	5%	0%
O=C(Cn1ncc(Cl)c(Cl)c1=O)NC1CCS(=O)(=O)C1 (stereo not drawn)	9%	nt	3%
CN1CCC/C1=C/C=C1\SC(=S)NC1=O	14%	-8%	0%
Cn1nnnc1SCC(=O)NCc1cccs1	4%	2%[56.1 µM]	-9%
CCN(C(=O)c1cccc(S(=O)(=O)N(C)C)c1)C12CC3CC(CC(C3)C1)C2	0%	nt	1%
O=C(COc1ccc(Cl)cc1Cl)N(c1ccccn1)C1CCCCC1	?	-2%	8%
CC(C)C[C@H](NC(=O)OC(C)(C)C)c1nnc(SCC(=O)Nc2ccc(Br)cc2)o1	4%	0%	-1%
O=C(Nc1ccc(S(=O)(=O)NCc2cccnc2)cc1)c1ccccc1Cl	?	3%	-4%
COc1ccc(OC)c(NC(=O)C2CCCCC2)c1	0%	4%	-16%
CC(C)N(C(=O)CSc1nnc(NC2CC2)s1)c1ccccc1	nt	1%	20%
COc1ccccc1NC(=O)c1cc(Br)ccc1Cl	7%	-2%	-8%
COc1cccc(C(=O)N2CCC(CCC(=O)Nc3cccc(C)c3)CC2)c1	0%	6%	-5%
COc1cccc(CNC(=O)C2CCN(S(=O)(=O)N3CCC4(CC3)OCCO4)CC2)c1	-18%	3%	3%
Cc1ccccc1OCCCC(=O)Nc1nncs1	10%	9%	43%[activator]
O=C(Nc1ccc(-c2cn3cccnc3n2)cc1)c1ccccc1F	nt	1%	-20%
CN1CCN(CCC(=O)Nc2cccc(F)c2)CC1	12%	-8%	-2%
C=CCN(c1ccccc1Cl)S(=O)(=O)c1cc(C(=O)N2CCCC2)ccc1Cl	-10%	nt	-5%
O=C(O)CN1C(=O)/C(=C\c2cc(Br)ccc2OCc2ccc([N+](=O)[O-])cc2)SC1=S	0%	nt	?
C=CCn1c(SCC(=O)Nc2nnc(CC)s2)nnc1-c1cccnc1	-8%	4%	-1%
NC(=O)c1c(NC(=O)CCCC(=O)O)sc2c1CCCCCC2	13%	-3%	3%
CCOC(=O)CN1C(=O)C(C)(C)Oc2ccc(C(=O)Nc3ccccc3OC)cc21	1%	5%	7%
CC(C)C(=O)Nc1nc(-c2ccccc2)ns1	-11%	0%	0%
CCO/C(=C/c1sc2ccc(OC)cc2[n+]1CCCS(=O)(=O)[O-])CC	nt	-3%	11%
COc1nnc(-c2ccc(C(=O)N3C[C@@H]4C[C@H](C3)c3cccc(=O)n3C4)cc2)c2ccccc12	-15%	-15%	-10%
Cc1ccc(OCCn2cnc3c2c(=O)n(C)c(=O)n3C)cc1	-3%	-14%	8%
CS(=O)(=O)N1CCN(C(=O)NC23CC4CC(CC(C4)C2)C3)CC1	-4%	4%	-2%
Cc1ccc(-n2nc3ccc(N)cc3n2)cc1C	?	nt	5%
Cc1sc2ncnc(SCC(=O)N3CCCC3=O)c2c1C	9%	3%	2%
CSc1ncccc1C(=O)NCC12CC3CC(CC(C3)C1)C2	6%	0%	-2%
CC1CCN(C(=O)C2CCN(S(=O)(=O)c3cnc[nH]3)CC2)CC1	1%	12%	15%
CCOc1cccc(-c2nn3c(-c4ccco4)nnc3s2)c1	6%	-2%	-11%
O=[N+]([O-])c1ccc(-c2cn(-c3ccccc3)c(=S)[nH]2)cc1	-4%	4%	-3%
O=S(=O)(c1ccccc1Oc1ccc(Cl)cc1Cl)N1CCCCC1	10%	3%	-1%
Cc1ccc(S(=O)(=O)N2CCOCC2)cc1C(=O)OCC(=O)NCc1ccc2c(c1)OCO2	nt	0%	-2%
COc1ccc(Cn2c(=O)c3cccnc3n(Cc3cccc(OC)c3)c2=O)cc1	nt	-7%	-14%
CCOc1ccc(S(=O)(=O)N2CCC(C(=O)NCc3ccccn3)CC2)cc1	-5%	2%	12%
O=C(NCc1ccc(-c2csnn2)cc1)c1cccs1	5%	5%	15%
CC(C)OC(=O)c1nnn(-c2nonc2N)c1CN1CCc2ccccc2C1	-5%	4%	?
COc1ccc(-n2nc3c(c2NC(=O)c2ccc(Br)o2)CS(=O)(=O)C3)cc1	-12%	-5%	16%
O=C(CS(=O)(=O)c1ccc(Br)cc1)N1CCOCC1	-1%	3%	-5%
CCN(CCC(=O)Nc1cc([N+](=O)[O-])ccc1OC)Cc1ccccc1	0%	4%	1%
O=C(COc1ccc(Cl)cc1Cl)NC(=O)NC1CCCC1	1%	-1%	-13%
Cc1cc(C)n(C(=O)CCCC(=O)n2nc(C)cc2C)n1	-1%	-2%	-1%
CC(=O)Nc1nc2ccccc2n1Cc1ccccc1Cl	-17%	nt	-5%

(further entries)
SMILES	N370S GC mod	TDP1 inh	FEN1 inhibitor
COc1ccc(-c2noc(N3CCC(C(=O)NCc4ccccc4Cl)CC3)n2)cc1	-3%	nt	18%
CC(=O)OCC1OC(OCc2cn(C[C@H]3CC[C@@H]([C@@H]4CC[C@H](Cn5cc(COC6OC(COC(C)=O)C(OC(C)=O)C(OC(C)=O)C6OC(C)=O)nn5)O4)O3)nn2)C(OC(C)=O)C(OC(C)=O)C1OC(C)=O (stereo partly drawn)	2%	nt	16%
COc1ccc(C(=O)NC2CC2)cc1OC1CCN(Cc2ccccc2O)CC1	8%	2%	-2%
COc1ccccc1NC(=O)CN1CCN(CC(=O)Nc2ccc(OC)c(OC)c2)CC1	-17%	nt	-8%
Cc1cccc(-n2nnc(C(=O)NCc3ccccc3Cl)c2N)c1	16%	4%	-3%
